Screening data as filed in PubChem BioAssay.
LDHA inh: inhibitors of human lactate dehydrogenase A. AID 1347041. purified LDHA, NADH/diaphorase-resazurin fluorescence; active compounds read low. P00338. 0.15% of 480,000 active. activity change, % (values are at about 110 or 230 µM); in the data active = activity change below about -30%; inconclusive = mostly about -25% to -30%;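 note: plate controls were DMSO wells for no effect and wells without enzyme for full effect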
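Enzyme activity of human lactate dehydrogenase 5 (2 nM; 0.06 mM NADH, 0.2 mM pyruvate, 5 min, RT) is measured via a resazurin/diaphorase fluorescence readout of residual NADH.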
Anesthetic bind: candidate novel general anesthetic via apoferritin binding | apoferritin/1-aminoanthracene competitive binding, fluorescence | Potency, µM (doses to about 77.5 µM), for inactives: top-dose activity change, negative = displacement, actives largely listed as inhibitors | P02791 | 0.074% of 350,000 active; note: potency is the fitted concentration of half-maximal effect; % is set by controls: 0 for no effect and ±100 for the full control effect; nearly all actives have a fitted effect of over 20% in size
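Concentration-response curves derived by four-parameter Hill fitting of normalized fluorescence, where compounds displaced 1-AMA from 10 uM horse apoferritin following a brief 10 min room-temperature incubation; propofol titration acted as positive control.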
Glioma ERSR ind: inducers of ER stress response in human glioma cells | U87-MG GRP78 promoter luciferase reporter, 16 h | Potency, µM, inactives show top-dose activation, usual class: activators | 0.02% of 420,000 active | AID 602332; note: potency is the fitted concentration of half-maximal effect; series mostly up to about 76 µM; % of control where 0% means no effect; nearly all actives have a fitted effect of over 35% in size
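Stably transfected U87-MG human glioma cells carrying a GRP78-based luminescent sensor were seeded at 1000 cells/well, pin-dosed with compounds and incubated 16 h. Luciferase reagent was then added, and end-point luminescence was read after 10 min at room temperature.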
APEX1 inh: inhibitors of human APE1 endonuclease | P27695 | recombinant APE1, TAMRA/BHQ-2 abasic DNA cleavage fluorescence | Potency, µM (top dose mostly 65.8 µM), for inactives: at the highest dose activity change, negative = inhibition, actives largely listed as inhibitors | 0.35% of 350,000 active | AID 2517;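 note: potency is the fitted concentration of half-maximal effect; plate controls were vehicle for no effect and reference inhibitor for full effect; nearly all actives have a fitted effect of over 55% in size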
Target sequence (P27695 whole entry, looked up): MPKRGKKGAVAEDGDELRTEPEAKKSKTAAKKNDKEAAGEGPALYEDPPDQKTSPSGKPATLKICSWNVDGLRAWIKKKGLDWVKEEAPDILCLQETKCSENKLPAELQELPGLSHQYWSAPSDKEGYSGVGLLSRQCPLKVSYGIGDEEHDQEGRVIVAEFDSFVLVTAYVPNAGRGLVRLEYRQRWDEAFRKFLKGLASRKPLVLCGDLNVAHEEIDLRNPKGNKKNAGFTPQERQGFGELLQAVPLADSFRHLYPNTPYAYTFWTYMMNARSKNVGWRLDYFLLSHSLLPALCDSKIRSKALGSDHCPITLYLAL
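Quantitative HTS: incision of a TAMRA/BHQ-2 double-stranded substrate bearing a tetrahydrofuran abasic site by 0.75 nM APE1 raises fluorescence. Substrate 50 nM final, added after 15 min compound preincubation at room temperature; progress as third-minus-first kinetic read difference.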
BLM inh: inhibitors of human Bloom syndrome helicase BLM; Potency, µM (doses to about 56.1 µM), for inactives: at the top dose activity change, negative = inhibition, hits mostly inhibitors; 0.2% of 350,000 active; recombinant BLM DNA unwinding, fluorescence dequenching; P54132;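 note: potency is the fitted concentration of half-maximal effect; plate controls were vehicle for no effect and no enzyme for full effect; nearly all actives have a fitted effect of over 35% in size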
Pol eta inh: blocks human DNA polymerase eta activity; recombinant Pol eta, fluorescent DNA replication assay; Potency, µM (highest dose often 114 µM), for inactives: at the top dose activity change, negative = inhibition, usual class: inhibitors; 1.2% of 390,000 active; Q9Y253; note: potency is the fitted concentration of half-maximal effect; % is set by controls: 0 for no effect and ±100 for the full control effect
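Fluorescent replication assay: 50 nM final substrate added after a 15 min room-temperature compound preincubation with 10 nM enzyme. Signal taken at 0 min and again at 10 min.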
POLI inh: inhibitors of human DNA polymerase iota; Pol iota fluorescent replication assay, 10 min; Potency, µM (titrated, usually from 115 µM), for the others: top-dose activity, negative = inhibition, usual class: inhibitors; 1% of 390,000 active; AID 588590; note: potency is the fitted concentration of half-maximal effect
Target sequence (Q9UNA4 whole entry, looked up): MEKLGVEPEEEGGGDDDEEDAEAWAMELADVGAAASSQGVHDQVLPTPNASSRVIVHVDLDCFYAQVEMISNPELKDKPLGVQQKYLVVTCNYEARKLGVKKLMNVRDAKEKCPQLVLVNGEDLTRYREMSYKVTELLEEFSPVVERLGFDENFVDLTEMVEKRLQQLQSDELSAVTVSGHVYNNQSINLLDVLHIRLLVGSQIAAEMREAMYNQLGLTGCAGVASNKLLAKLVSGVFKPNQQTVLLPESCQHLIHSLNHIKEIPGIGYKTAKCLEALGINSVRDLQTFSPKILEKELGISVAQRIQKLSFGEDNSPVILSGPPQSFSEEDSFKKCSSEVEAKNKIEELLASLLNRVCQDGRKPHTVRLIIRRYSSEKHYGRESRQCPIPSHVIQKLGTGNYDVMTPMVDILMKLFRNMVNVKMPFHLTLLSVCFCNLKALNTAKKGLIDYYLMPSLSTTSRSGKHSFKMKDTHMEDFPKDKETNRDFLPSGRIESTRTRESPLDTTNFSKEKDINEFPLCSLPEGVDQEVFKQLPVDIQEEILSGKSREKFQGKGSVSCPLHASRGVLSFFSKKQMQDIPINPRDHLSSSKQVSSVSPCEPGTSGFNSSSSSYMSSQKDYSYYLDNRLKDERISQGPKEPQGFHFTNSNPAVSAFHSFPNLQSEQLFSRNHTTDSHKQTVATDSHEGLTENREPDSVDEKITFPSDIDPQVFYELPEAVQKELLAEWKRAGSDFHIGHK
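Pol iota at 10 nM preincubated 15 min with compounds at room temperature; reaction started with fluorescent substrate, 50 nM final. Fluorescence read kinetically at 0 and 10 min; buffer-only wells as negative control.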
Pol kappa inh: inhibitors of human DNA polymerase kappa; purified Pol kappa, fluorescent DNA synthesis assay, 10 min; 0.53% of 400,000 active; Q9UBT6; Potency, µM (titrated, usually from 107 µM), for the others: at the top dose activity, negative = inhibition, actives largely listed as inhibitors; note: potency is the fitted concentration of half-maximal effect; % is set by controls: 0 for no effect and ±100 for the full control effect
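Fluorescent qHTS in 1536-well format: enzyme (10 nM) and compound sat 15 min at room temperature before 50 nM substrate (final) was added. Signal taken at 0 and 10 min; no-enzyme buffer wells were negative controls.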
POLB inh: blocks human DNA polymerase beta activity. Potency, µM (highest dose often 114 µM), inactives show top-dose activity change, negative = inhibition, usual class: inhibitors. 1.3% of 340,000 active. P06746. Pol beta primer extension/strand displacement, fluorescence kinetic; note: potency is the fitted concentration of half-maximal effect; % is set by controls: 0 for no effect and ±100 for the full control effect
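Kinetic readout of DNA synthesis with strand displacement by Pol beta. Compound and 10 nM enzyme sit 15 min at room temperature; 50 nM substrate starts the reaction, read immediately and at 10 min.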
* marks the source's active call; other numbers are inactive results; ? = inconclusive; · = no result given; & = joins results of further samples; [ ] = dose if it differs, or a comment. Unless noted, calls come from the whole dose curve; as a rule, active = well fitted curve in the direction sought with a large enough effect; inconclusive = small, poorly fitted or top-dose-only effect, or another doubt; inactive = no such curve, though single readings can be large; an effect the other way counts as inactive or inconclusive. Some of the compounds tested (hit frequency here may not be typical).

SMILES	LDHA inh	Anesthetic bind	Glioma ERSR ind	APEX1 inh	BLM inh	Pol eta inh	POLI inh	Pol kappa inh	POLB inh
COc1cccc(/C=C/C(=O)OCC(=O)NCCNC(=O)COC(=O)/C=C/c2cccc(OC)c2)c1	0.1	·	-4.0%	22.2%	·	-15.9%	-15.6%	-3.2%	·
CCn1c(SCC(=O)Nc2nncs2)nnc1C(C)NC(=O)c1ccccc1Br (stereo unspecified)	-4.6	-15.6%	-4.6%	50.7%[activator]	0.3%	5.1%	21.7%	-2.9%	3.3%
CC1Sc2ccc(S(=O)(=O)CCC(=O)NCc3cccs3)cc2NC1=O (stereo unspecified)	-2.6	-9.2%	2.5%	9.3%	-0.7%	-4.3%	10.6%	1.0%	23.5%
CC(OC(=O)c1cccc(S(=O)(=O)Nc2cccc(C(F)(F)F)c2)c1)C(=O)Nc1ccc2c(c1)OCCO2 (stereo unspecified)	2.0	-6.1%	-4.3%	2.3%	-4.1%	-13.0%	·	-21.3%	-9.1%
COc1cccc(C(=O)N2CCN(Cc3nc(CC4CC4)no3)CC2)c1	2.4	1.4%	4.4%	-1.9%	-0.8%	-8.3%	20.7%	3.0%	16.4%
C(=C\c1ccco1)/c1ccc2ccccc2n1	1.9	4.7%	-9.4%	?	?	-21.5%	?	?	10µM*
COc1ccc(NC(=O)Cn2c(=O)n(CCCC(=O)NCc3ccccc3OC)c(=O)c3ccccc32)cc1Cl	-5.1	6.0%	-1.5%	·	0.1%	5.3%	-13.1%	6.9%	-29.2%
CC(CCC(=O)O)C1CCC2C3C(=O)CC4CC(=O)CC[C@@]4(C)C3CC(=O)[C@]12C (stereo partly specified)	·	6.0%	-5.7%	10.6%	-1.2%	·	·	-6.2%[60.1 µM]	·
CCOc1ccc(CC(=O)NCCS(=O)(=O)N2CCN(c3ccc(OC)cc3)CC2)cc1	-5.0	-3.4%	-1.1%	·	-0.2%	-7.3%	36.6%[activator]	-10.4%[60.1 µM]	14.7%
CCCc1ccc(Oc2coc3cc(OCC(=O)Nc4ccccc4C)ccc3c2=O)cc1	-8.6	-18.3%	-4.4%	-1.6%	2.3%	-17.9%	16.1%	-4.9%	6.3%
Cc1ccc(-c2nc(CSCC(=O)N3CCN(c4ccccn4)CC3)c(C)o2)cc1	-0.9	-8.7%	2.3%	-11.8%	-2.5%	-2.4%	-26.2%	4.7%	32.0%
Cc1ccc(-c2c(CN3CCN(c4cccc(C)c4C)CC3)csc2C)cc1	-1.0	1.8%	-2.3%	·	91.6%[activator]	-24.4%	3.2%	-6.3%	14.3%
O=C(Cn1nnc(-c2ccccc2F)n1)N1CCCCC1	-1.1	-11.1%	-1.9%	9.5%	1.5%	-11.3%	-3.7%	14.4%	2.3%
COc1ccc(CCNc2ccncn2)cc1OC	-0.7	2.0%	-2.4%	5.3%	-0.9%	-1.8%	10.2%	-2.4%	-9.3%
CCCCOC(=O)Nc1nnc(C(C)C)s1	1.8	-18.4%	-6.7%	3.5%	-1.9%	-18.8%	54.1%[activator]	4.3%	2.7%
CC(OC(=O)Cc1c[nH]c2ccccc12)C(=O)Nc1ccc(S(N)(=O)=O)cc1 (stereo unspecified)	-3.3	·	-5.3%	-0.9%	·	-22.9%	21.0%	-13.4%	·
CCOC(=O)c1ccc(NS(=O)(=O)c2ccc3[nH]c(=O)[nH]c3c2)cc1	-2.3	-0.2%	4.8%	10.3%	-4.5%	-2.4%	10.9%	-4.8%	11.2%
Cc1oc(-c2ccccc2)cc1C(=O)Nc1ccccc1	-2.3	-2.0%	-3.1%	-4.1%	-2.4%	3.5%	13.5%	-6.2%	-25.8%
Cc1nc(NC(=O)c2ccco2)sc1-c1csc(Nc2ccc(Cl)cc2Cl)n1	0.2	-3.9%	3.8%	-4.2%	-24.1%	-18.1%	?	-23.3%	?
CCN(CC)S(=O)(=O)c1cccc(NC(=O)CN(C)Cc2cccc(OC)c2)c1	-20.3	-12.7%	-2.9%	1.4%	-4.3%	-9.1%	25.2%	-14.6%	25.2%
O=C(CCN1C(=O)c2ccccc2C1=O)C1=NN[C@@H]2C(=O)N(c3ccc4c(c3)OCO4)C(=O)[C@H]12	9.0	-14.3%	-2.7%	27.2%	-10.7%	-21.5%	187.5%[activator]	-4.8%	11.0%
Nc1nc2nonc2nc1N1CCCCC1	1.3	-16.0%	-1.8%	-0.1%	-4.1%	-6.8%	-8.6%	2.0%	21.6%
COc1ccc(S(=O)(=O)NCC2CCC(C(=O)NCc3ccco3)CC2)cc1 (stereo unspecified)	-0.4	-5.7%	-2.4%	-2.7%	1.2%	-9.1%	0.3%	-14.5%	24.8%
CCOC(=O)C(C(=O)Nc1nccs1)C1CCCCC1 (stereo unspecified)	-4.0	-11.9%	-1.5%	1.7%	0.7%	-4.0%	4.8%	-5.3%	17.2%
Cc1cccc(N=C2NC(=O)CS2)c1	1.6	-13.8%	-4.2%	-0.7%	-0.4%	-2.1%	10.6%	-3.7%	2.2%
CCOC(=O)c1c(CN(CC)CC)oc2cc(Br)c(O)cc12	-0.1	-8.7%	0.0%	-7.9%	-5.3%	-11.6%	-40.0%	-12.2%	7.0%
COc1cc(NC(=O)N2CCC(CN3CCCCCC3)CC2)cc(OC)c1OC	-3.7	-7.3%	-0.1%	·	1.6%	-17.6%	3.5%	0.2%	4.0%
O=C(CNC(=O)c1ccccc1)NCCc1nc2ccccc2[nH]1	-2.0	-14.3%	-1.7%	17.5%	-2.9%	-3.6%	2.6%	-28.9%	15.6%
CC(=O)c1cc(N2CCC(C(=O)O)CC2)ccc1[N+](=O)[O-]	-1.8	-8.7%	-4.0%	-8.4%	-5.2%	-7.6%	20.7%	-0.3%	-18.3%
Cc1ccc2[nH]c(=O)c(CN(CCCO)Cc3nnnn3Cc3ccco3)cc2c1	-3.2	·	-2.5%	·	·	·	79.4µM*	?	·

Single records, as listed above. Order of screens: LDHA inh | Anesthetic bind | Glioma ERSR ind | APEX1 inh | BLM inh | Pol eta inh | POLI inh | Pol kappa inh | POLB inh
Shown for Cc1cccc(N=C2NC(=O)CS2)c1 → 1.6 | -13.8% | -4.2% | -0.7% | -0.4% | -2.1% | 10.6% | -3.7% | 2.2%
Shown for O=C(CCN1C(=O)c2ccccc2C1=O)C1=NN[C@@H]2C(=O)N(c3ccc4c(c3)OCO4)C(=O)[C@H]12 → 9.0 | -14.3% | -2.7% | 27.2% | -10.7% | -21.5% | 187.5%[activator] | -4.8% | 11.0%
Shown for Cc1ccc2[nH]c(=O)c(CN(CCCO)Cc3nnnn3Cc3ccco3)cc2c1 → -3.2 | · | -2.5% | · | · | · | 79.4µM* | ? | ·

The results go on.
SMILES	LDHA inh	Anesthetic bind	Glioma ERSR ind	APEX1 inh	BLM inh	Pol eta inh	POLI inh	Pol kappa inh	POLB inh
O=c1c2cc(NC(=S)NCc3cccnc3)ccc2nc2n1CCCCC2	1.3	-13.9%	5.5%	1.5%	-4.7%	-14.3%	7.7%	2.7%	3.0%
Cc1cc(NC(=O)CN2CCOCC2)n(-c2nc3ccccc3s2)n1	-1.5	-11.7%	-4.0%	0.0%	-0.1%	-25.8%	-2.3%	-1.2%	12.0%
CC1CCN(S(=O)(=O)c2ccc3ncn(CC(=O)N(C)Cc4ccccc4)c(=O)c3c2)CC1	-4.7	-22.2%	-0.9%	?	-4.6%	6.4%	4.8%	-19.3%	2.6%
COc1cc2cc(CCOC(=O)CCCC(=O)O)oc(=O)c2cc1OC	-13.8	·	-5.2%	-8.8%	·	-5.7%	5.1%	0.7%	·
CC(=O)c1cccc(NC(=O)CN2CCc3cc4c(cc3C2)OCCCO4)c1	4.4	?	-2.2%	11.5%	-0.5%	-6.5%	6.5%	14.9%	9.8%
CCC1CN(S(=O)(=O)c2cc(-c3cc(C)no3)ccc2C)c2cc(C)ccc2O1 (stereo unspecified)	-5.1	53.1%[activator]	-2.0%	·	-8.9%	-9.4%	-15.2%	-14.2%	-13.7%
COc1cccc(C(=O)N2N=C(c3cccc(OC)c3)CC2(O)C(F)(F)F)c1 (stereo unspecified)	0.1	?	-2.2%	1.5%	-8.7%	-2.8%	8.9%	-6.0%	-0.8%
CCOC(=O)N1CCN(C(=O)CCNS(=O)(=O)c2cc(Br)cnc2N)CC1	-20.2	-7.3%	-1.7%	-3.0%	3.2%	-2.5%	7.2%	0.1%	-0.6%
O=C(Nc1ccc(S(=O)(=O)N2CCCCC2)cc1)c1ccccc1Cl	-7.9	?	6.9%	4.0%	-8.8%	-3.5%	-0.4%	-19.0%	1.8%
COc1ccc(-c2nnc(SCC(=O)NCCc3ccccc3)o2)cc1	-0.9	-0.3%	3.5%	-6.6%	3.1%	-12.7%	-4.4%	1.0%	1.6%
CC(=O)c1ccc(NC(=O)C(C)NCc2ccccc2Cl)cc1 (stereo unspecified)	-2.0	-20.1%	7.4%	-2.6%	-3.6%	-5.3%	-0.3%	9.4%	-1.1%
O=C(O)c1ccc(-c2noc(-c3ccccc3F)n2)cc1	-1.3&-0.9	-4.9%	-9.9%	-1.8%&0.2%	1.6%	-10.3%	11.4%	5.5%	·
CC1(C)CCCN(Cc2c(O)ccc3c(=O)c(-c4nc5ccccc5s4)c(N)oc23)C1	-7.0	-14.3%	2.5%	4.7%	-2.8%	-18.7%	72.8%[activator]	-16.8%	2.7%
O=C(O)c1ccccc1C(c1ccc(O)cc1)c1ccc(O)cc1	-4.0	10.8%	-4.7%	7.5%&-0.1%	0.7%	-21.7%	94.9%[activator]	-3.0%	-1.3%
Cc1cc(C)n(-c2nnc(Cl)c3ccccc23)n1	-5.0	-3.0%	-3.5%	2.8%	-1.2%	-15.2%	46.1%[activator]	-16.5%	?
CCCC(=O)N(C)c1nnc(-c2ccc(OC)cc2)s1	-1.0	-16.9%	5.7%	0.5%	-1.2%	-2.9%	-17.7%	-9.1%	6.2%
CCC(CO)Oc1cc(NC(=O)c2ccccc2C)c2ncn(C(C)C)c2c1 (stereo unspecified)	14.8	·	0.2%	1.9%	·	-9.0%	?	-8.7%	·
Cc1[nH]c2ccccc2c1/C=N/NC(=O)Nc1ccccc1	0.2	-13.0%	-0.7%	-5.3%	-4.9%	-19.5%	14.3%	-10.4%	?
